IDE act = human IDE activators in live cells, primary screen, fluorescence polarization, HEK cells, FAbeta-B substrate; FAbeta-B cleavage; 0% vehicle, 100% cell-free pure enzyme wells; activation, % at 5.96 µM; hit rate 0.073% among 340,000;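 active = activation above the mean of all tested compounds plus 3 SD, set per screening campaign, cut at about 17% in these data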
SUMO HTRF inh = inhibitors of in vitro SUMOylation cascade, primary screen, biochemical, HTRF, uHTS | SUMO-conjugating enzyme UBC9 (Homo sapiens), P63279 | HTRF SUMOylation assay, SAE1/SAE2 + UBC9 | inhibition, % at 35 µM | hit rate 0.36% among 290,000 | AID 2006, 2009; in the data active = inhibition above about 50%, passing the limit was not always enough; note: strong numbers were not always called active
Target sequence (P63279 whole entry, looked up): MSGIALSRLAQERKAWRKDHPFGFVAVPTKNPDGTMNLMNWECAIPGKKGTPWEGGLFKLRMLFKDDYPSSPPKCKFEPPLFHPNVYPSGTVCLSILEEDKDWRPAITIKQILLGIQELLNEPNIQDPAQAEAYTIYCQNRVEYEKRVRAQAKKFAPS
GalR3 antag = GalR3 antagonists in HEK293 cells, primary screen, cell-based, fluorescence readout | Galanin receptor type 3 (Homo sapiens), O60755 | HEK293 GalR3-CNG cAMP membrane potential fluorescence; galR3 body fused to GalR1 C-terminus | inhibition, % at 3 µM | hit rate 0.44% among 360,000;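 active = inhibition above the screen-wide average plus 3 SD, cut at about 13% in these data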;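 note: forskolin and galanin both at EC90 stimulate the cells; cAMP rise reported by CNG channel membrane potential dye signal; 0% = forskolin plus galanin with DMSO and 100% = forskolin alone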
Target sequence (O60755 1-299 limits assumed): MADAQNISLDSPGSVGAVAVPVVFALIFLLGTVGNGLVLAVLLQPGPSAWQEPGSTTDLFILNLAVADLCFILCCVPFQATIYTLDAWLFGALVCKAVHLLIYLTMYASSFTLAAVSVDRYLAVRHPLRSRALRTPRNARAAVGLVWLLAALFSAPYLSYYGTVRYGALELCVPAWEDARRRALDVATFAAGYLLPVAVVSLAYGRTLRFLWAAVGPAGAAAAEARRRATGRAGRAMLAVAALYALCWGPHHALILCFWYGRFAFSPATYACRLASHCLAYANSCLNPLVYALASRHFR
IDE inh = human IDE inhibitors in live cells, primary screen, fluorescence polarization, HEK cells, FAbetaB substrate; Insulin-degrading enzyme (Homo sapiens), P14735; FAbetaB cleavage; inhibition, % at 5.59 µM; hit rate 0.41% among 320,000; AID 434962, 2010;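 active = percent inhibition above the average of all tested compounds plus 3 SD, set per screening campaign, cut at about 16% in these data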;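 note: IDE supplied by intact live HEK cells; FP after avidin binding of uncleaved biotin substrate so inhibition keeps polarization high; 0% = DMSO wells and 100% = 60 µM reference IDE inhibitor Ii1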
CRFR2-BP antag = antagonists of CRF-BP/CRF-R2 complex, primary screen, cell-based, HEK293, calcium dye fluorescence, uHTS; hit rate 0.59% among 350,000; inhibition, % at 11.8 µM; CRF-induced calcium fluorescence; AID 588475, 2011;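 active = inhibition of the ligand-induced calcium signal above about 50% at the single tested concentration, limit read from the data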
IMP-1 inh = IMP-1 metallo-beta-lactamase inhibitors, primary screen, biochemical, epi-absorbance readout, Pseudomonas aeruginosa enzyme; inhibition, % at 5.6 µM; purified IMP-1, nitrocefin hydrolysis, epi-absorbance fluorescence; hit rate 0.45% among 290,000; metallo-beta-lactamase IMP-1 (Pseudomonas aeruginosa);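 active = inhibition above the mean plus 3 SD of all compounds in the same screening run, cut at about 4.5% in these data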;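 note: 0% = IMP-1 with DMSO and 100% = DMSO wells lacking enzyme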
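System: purified IMP-1 / Input: IMP-1 dispensed at 0.2 nM / Medium: 50 mM HEPES pH 7.1, 50 µM ZnSO4, 0.05% Brij 35 / Timing: 15 min enzyme–compound preincubation, then 25 min nitrocefin reaction, 25 °C / Technique: plate fluorescence quenching by hydrolysis product, ex 480/em 530 nm / Repeats: singlicate testing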
VIM-2 inh = VIM-2 metallo-beta-lactamase inhibitors, primary screen, biochemical, epi-absorbance readout, Pseudomonas aeruginosa enzyme; hit rate 0.89% among 290,000; inhibition, % at 5.6 µM; purified VIM-2, nitrocefin hydrolysis, epi-absorbance fluorescence;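 active = inhibition above the mean of all tested compounds plus 3 SD, cutoff set per screening run, cut at about 7.5% in these data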;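 note: red hydrolysis product quenches plate fluorescence so inhibitors raise well fluorescence; 0% = enzyme with DMSO and 100% = DMSO without enzyme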
pCIP destab = p/CIP-EGFP fusion destabilizers, primary screen, fluorescence, F442A cells; Q05BA5; 16 h; decrease of EGFP signal, % at 10 µM; hit rate 0.01% among 290,000;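 active = EGFP signal decrease of at least 30% at 10 µM or well 3 SD below plate mean, unless failing retest; inactive = the rest, including hits failing retest or dose response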; note: some compounds called inactive have numbers as strong as hits; many of its hits are not listed in these tables
NS3 helicase inh = inhibitors of HCV NS3 helicase, primary screen, biochemical, Cy5 molecular beacon fluorescence; Hepatitis C virus NS3 helicase; hit rate 0.56% among 290,000; AID 1800, 2009; NS3 helicase DNA unwinding; inhibition, % at 10.9 µM;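 active = inhibition above the mean of all tested compounds plus 3 SD, set per campaign, cut at about 35% in these data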;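 note: 0% = DMSO wells and 100% = thioflavine S control wells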
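Test system: hepatitis C virus NS3 helicase domain fragment enzyme. Also added: annealed dual-labelled DNA beacon duplex, ATP-started. Timing: 60 min unwinding reaction at 25 °C after ATP addition. Technique: Cy5 fluorescence. Measure: % inhibition of unwinding.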
The depositor's hits bear a star; nt = no result given.

SMILES	IDE act	SUMO HTRF inh	GalR3 antag	IDE inh	CRFR2-BP antag	IMP-1 inh	VIM-2 inh	pCIP destab	NS3 helicase inh
CC(C)(C)c1cc(Cc2ccccc2)[nH]n1	6	1	-6	-1	-9	-0.3	-2.5	50	-4
CCCC(=O)N1CCN(c2ccc(NC(=S)NC(=O)c3cccc(C)c3)cc2)CC1	2	-12	-1	-4	-20	2.1	-1.2	-3	4
COC(=O)c1ccc(/C=N/N2C(C)CCCC2C)cc1 (centres undefined)	-2	-4	nt	-5	-1	-2.9	-1.4	2	4
Cc1ccc(NC(=O)CC2SC3=NCCN3C2=O)cc1 (centres undefined)	-9	-7	-3	-2	22	-1.7	-3.6	-9	1
COc1ccccc1C(=O)Nc1cccc2nc(C)ccc12	0	4	-8	2	-2	0.2	1.1	-2	-8
CCCCCOC(=O)Cc1c(C)nc(-c2ccccc2)[nH]c1=O	5	8	1	3	-1	-1.1	-0.9	-5	-8
COc1cccc(C(=O)NCC(=O)OCc2ccc(F)cc2Cl)c1	-6	7	-3	1	6	-2.8	0.2	0	-9
COc1cc(/C=N/NC(=O)c2ccc(Cn3cc([N+](=O)[O-])cn3)o2)cc(Br)c1O	-1	-18	0	-3	2	-3.6	-2.0	1	-12
CCOC(=O)c1c(CN2CCC(C)CC2)n(C)c2cc(Br)c(OC)cc12	5	-4	1	-2	-25	-2.7	-3.0	-6	2
COC(=O)c1ccccc1Oc1cnc2ccccc2n1	4	18	-8	3	-2	-3.4	-0.5	-6	-9
COCc1c(Br)c(C)nc(OCC(=O)N/N=C/c2cc(C)n(-c3ccc([N+](=O)[O-])cc3)c2C)c1C#N	-1	18	-3	0	22	-3.8	-2.5	-6	0
CN(c1ccccc1)S(=O)(=O)c1cccc(NC(=O)C2CC(=O)N(Cc3ccccc3)C2)c1 (centres undefined)	-2	-9	-3	1	-8	-1.5	1.8	-11	-20
CCOC(=O)C1CCN(C(=O)C2CC(=O)N(c3ccc(C)cc3)C2)CC1 (centres undefined)	2	0	-9	-3	9	-1.9	-3.1	3	-5
CCOc1ccc2c(c1)cc(CN(C(=O)CC)C1CCCCC1)c1nnnn12	2	-3	-8	1	-49	-4.1	-6.5	12	-1
O=C(Nc1ccc2c(c1)OCO2)N1CCOCC1	0	1	-5	9	18	-2.5	-4.4	-10	3
COc1ccc(OC)c(S(=O)(=O)N2CCCC(C(=O)NCc3ccco3)C2)c1 (centres undefined)	0	4	-10	-19	-8	-3.3	-0.4	9	8
COC(=O)C(CCSC)NC(=O)CNS(=O)(=O)c1ccc(Br)cc1 (centres undefined)	6	-12	0	5	2	-0.8	0.5	0	8
CCOC(=O)C(=O)Nc1nc(-c2ccccc2)c(-c2ccccc2)o1	0	-10	4	3	28	-2.8	-3.8	-6	5
CC(C)CCC1(CCNC(=O)c2cccs2)CCOC(C)(C)C1 (centres undefined)	0	-5	1	-2	3	-4.6	-2.8	-13	7
O=C(Nn1cnc2ccccc2c1=O)c1ccc(F)cc1Cl	2	25	-7	-1	-4	0.1	-1.2	10	-8
CCc1ccc(N2C(=O)Cc3c2nc(N)c(C#N)c3N)cc1	3	3	-4	-8	14	0.5	-1.4	-2	11
Cc1cc2nnc(SCC(=O)N(C)C3CCS(=O)(=O)C3)n2c2ccccc12 (centres undefined)	-2	7	5	-1	5	-3.2	7.6	6	17
COc1ccc(NC(=O)c2cccc(N3C(=O)C4CC=C(C)CC4C3=O)c2)c(OC)c1 (centres undefined)	2	8	-8	2	-5	-2.2	-3.0	1	-16
COc1ccc(N2CCN(C(=O)c3ccc(S(=O)(=O)N4CCOCC4)cc3)CC2)cc1	-3	14	-7	-2	3	-2.4	-3.0	-3	2
Cc1cccnc1NC(=O)CSc1ccc2c(c1)OCCO2	2	nt	-3	0	-3	nt	nt	nt	nt
COc1ccc(N2CCN(Cc3cc(=O)oc4cc(-c5ccccc5)c(O)cc34)CC2)cc1	3	13	-1	1	2	-1.3	-5.1	4	2
COCCN(C(=O)COC(=O)CC(C)c1ccccc1)c1c(N)n(Cc2ccccc2)c(=O)[nH]c1=O (centres undefined)	0	nt	4	3	-13	nt	nt	nt	nt
Cc1ccc(SCC(=O)OC(C)C(=O)NC2(C#N)CCCCC2)cc1 (centres undefined)	3	nt	-2	0	3	nt	nt	nt	nt
Cn1nc(C(F)(F)F)c(C#N)c1N1CCN(c2ccc(F)cc2)CC1	0	-3	-1	-1	-17	-2.0	-2.4	-2	2
CCOc1ccccc1N(CC(=O)NC1CCCC1)C(=O)CCCC(=O)Nc1ccccn1	5	2	-5	4	-2	-0.9	-0.4	-3	-5
CCOC(=O)C1CCCN(C(=O)Nc2c(-c3ccccc3)noc2C)C1 (centres undefined)	1	16	-6	7	10	-3.1	-2.2	-21	-5
N#CCCN(C(=O)COC(=O)C1CCN(S(=O)(=O)c2ccc3c(c2)OCCO3)CC1)c1ccccc1	4	nt	-3	1	1	nt	nt	nt	nt
CCOC(=O)C1CCN(C(=O)c2cc(OCC)c(OCC)c(OCC)c2)CC1	0	-3	-5	-1	1	-2.5	-3.4	39	10
O=C(NCc1ccccn1)C1Nc2ccc(C(F)(F)F)cc2C2C=CCC12 (centres undefined)	0	nt	-4	0	3	nt	nt	nt	nt
N#CCC(=O)N/N=C/c1coc2ccccc2c1=O	2	22	-2	7	-14	-3.0	-2.6	11	-5
Cc1nnc(SCC(=O)N(CC(C)C)c2c(N)n(CC(C)C)c(=O)[nH]c2=O)n1-c1ccccc1	-5	12	-7	-1	2	-3.0	-2.7	-7	6
N#Cc1cc(C(=O)c2ccccc2O)cn(-c2nccs2)c1=O	-51	22	-3	39*	-224	2.1	3.5	-8	18
COc1ccc(N2CC(C)Cn3c2nc2c3c(=O)n(Cc3ccccc3)c(=O)n2C)c(OC)c1 (centres undefined)	-1	-19	-6	-5	23	-2.5	-0.2	11	-23
C=CCOC(=O)C1=C(C)NC(C)=C(C(=O)OCC=C)C1/C=C/c1ccccc1	1	-41	-3	7	-1	-1.6	-3.2	4	-16
CCCCCCC#Cc1ccc2c(c1)COc1c3ccccc3nn1-2	2	-1	-2	-1	0	nt	nt	-4	nt
CN(C)S(=O)(=O)c1cccc(C(=O)OCC(=O)Nc2ccc3c(c2)OCCO3)c1	4	nt	-1	2	-6	nt	nt	nt	nt
CNc1ccc(OC)cc1-n1cnc(-c2ccc([N+](=O)[O-])cc2)c1	-1	-9	-12	4	5	-1.8	2.1	7	10
COc1cc(/C=C/C(=O)OCC(=O)NCc2ccc3c(c2)OCO3)cc(OC)c1OC	5	nt	-6	-1	-9	nt	nt	nt	nt
CCCCCN(C(=O)CCC(=O)OCc1cccc(F)c1)c1c(N)n(CCCC)c(=O)[nH]c1=O	5	nt	3	3	1	nt	nt	nt	nt
COc1ccc(Cl)cc1NC(=O)CCNS(=O)(=O)c1cccc2nonc12	3	8	-6	4	2	-1.7	-3.0	-6	-3
O=C(CCC1CCCC1)N1CCN(S(=O)(=O)c2ccc(Br)cc2)CC1	3	nt	-5	0	-6	nt	nt	nt	nt
O=C(NCCc1cccs1)C1CC(c2cccc([N+](=O)[O-])c2)=NO1 (centres undefined)	8	-11	-4	6	-1	-3.2	-3.0	2	6
Cc1ccc(NC(=O)C(=O)NCCN2CCN(S(C)(=O)=O)CC2)cc1	-1	10	-5	-3	17	-2.0	-0.1	13	-9
O=C(Nc1ccnn1C1CCN(Cc2ccc(C#CCCO)cc2)CC1)c1cccc(F)c1	1	1	-2	-5	-2	-6.4	-3.3	-9	-2
COc1ccc2c(c1)c(=O)cc(C)n2CC(=O)NCc1ccco1	-2	12	-4	-1	22	-2.1	-1.4	-1	9
COc1ccc(C2c3ccc(O)cc3Oc3ncn(Cc4ccco4)c(=N)c32)cc1 (centres undefined)	-7	19	-5	-3	14	-1.6	-5.0	-8	13
CCOC(=O)N1CCN(CCC(=O)Nc2cccc(Cl)c2C)CC1	2	-7	-10	4	-6	-1.7	-1.3	-2	-13
COc1cc(NC(C)CCc2ccccc2)cc(OC)c1OC (centres undefined)	8	24	0	5	21	0.6	-0.6	0	-9
CC(C)Cc1ccc(C#N)c(SCC(N)=O)n1	0	-4	-7	-3	1	-2.8	-2.6	3	6
NC(=O)C1=C[C@@H](c2ccc(C(F)(F)F)cc2)C[C@@H](OCCCCO)O1	1	10	0	1	1	-1.8	-1.6	-12	3
O=C(CCN1CCCCC1)NNC(=S)NC(=O)c1ccc(Br)cc1	-5	-15	-5	3	-31	-4.5	-6.6	10	3
O=C(CS(=O)(=O)Cc1ccccc1)Nc1nc2ccccc2s1	7	-6	-4	4	-21	-0.5	0.9	-6	1
COc1ccc(S(=O)(=O)N2CCCC(C(=O)NCc3ccncc3)C2)cc1 (centres undefined)	2	-18	-3	3	56*	-1.0	-4.3	1	0
O=S(=O)(Cc1ccccc1)NCc1cccnc1	7	7	3	3	13	-5.3	-2.2	-5	12
Cc1ccc(CCC(=O)NCc2ccccc2)o1	6	12	-9	8	7	-2.3	-2.0	-5	7

Carrying on.
SMILES	IDE act	SUMO HTRF inh	GalR3 antag	IDE inh	CRFR2-BP antag	IMP-1 inh	VIM-2 inh	pCIP destab	NS3 helicase inh
O=C1Nc2ccccc2/C1=N/N=C/c1ccc(-c2ccc([N+](=O)[O-])cc2)o1	-3	24	-4	nt	-3	-2.6	-4.3	-6	0
CCn1c(SCC(=O)Nc2nc(-c3ccccc3)cs2)nc2c1c(=O)n(C)c(=O)n2C	0	12	1	2	-2	-2.2	-0.7	-6	0
O=C(c1ccc(S(=O)(=O)c2cccc(Cl)c2)c([N+](=O)[O-])c1)N1CCN(c2ccccn2)CC1	3	-2	0	2	4	-1.1	-1.2	1	-6
Cc1cc(C(=O)COC(=O)c2ccccc2O)c(C)n1Cc1cccs1	11	-9	-8	4	0	-6.5	-3.8	-7	3
COc1ccc(/C(O)=C2/C(=O)C(=O)N(Cc3cccnc3)C2c2ccco2)cc1OC (centres undefined)	-1	22	-3	2	1	-1.6	2.4	-12	-7
Fc1ccc(CSc2ncnc3sc4c(c23)CCCC4)cc1	4	-2	3	2	7	1.7	0.5	-13	3
Cc1ccc(C2CCN(C(=S)Nc3cccc(Cl)c3)C2)cc1 (centres undefined)	-2	-3	-6	-2	2	-2.4	-1.2	-3	-4
CCCS(=O)(=O)Nc1c(C(=O)O)[nH]c2ccccc12	3	-8	-2	6	4	-3.4	-2.0	-11	-3
